Screens as filed in PubChem.
E-selectin induc = induces E-selectin expression in human endothelial cells. activation, % at 7.58 µM. hit rate 0.37% among 260,000. HUVEC E-selectin immunofluorescence imaging; normalized: neutral wells 0, TNF-alpha wells 100. P16581;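 active means mean E-selectin-positive cell signal at least 10% of the positive control, reached in at least 60% of replicates, without over 20% cell loss; inconclusive means no rule given, readout overlaps actives, possibly toxicity-flagged; inactive means the rest, including those meeting only one limit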;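 further: in these data hits start at about 27%; measured in HUVEC primary endothelial cells; signal is the percent of cells scored E-selectin positive by PE staining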
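Test system: HUVEC | Signal: Immunofluorescence imaging | Read-out: Percent E-selectin-positive cells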
S100A4 inh HTS = S100A4-myosin IIA interaction inhibition; inhibition, % at 10.7 µM; hit rate 0.14% among 360,000; S100A4/TAMRA-MyoIIA peptide fluorescence polarization;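 active means mean inhibition of at least 70% across replicates, with every replicate also reaching that level; inconclusive means mean inhibition reaches 70% but some replicates fall short; inactive means mean inhibition below 70%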
Target sequence (P26447 whole entry, looked up): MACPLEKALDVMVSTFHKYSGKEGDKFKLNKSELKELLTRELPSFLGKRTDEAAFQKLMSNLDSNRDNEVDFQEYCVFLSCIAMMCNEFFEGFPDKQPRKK
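Assay system: human S100A4 monomer with TAMRA-labelled myosin IIA peptide / Buffer or medium: Calcium-containing HEPES buffer, pH 7.2 / Reagent: TAMRA-labelled myosin IIA heavy-chain peptide probe, 5 nM / Compound: one dose per compound / Timing: polarization read 5 min after assay mix addition, stable 5–60 min / Benchmarks: neutral control DMSO, positive control TFP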
EWS-Fli block = blocks EWS/Fli oncoprotein-driven transcription. A673 NR0B1-luciferase reporter, viability-normalised. inhibition, % at 12.6 µM. hit rate 0.67% among 350,000. AID 651661;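 active means mean inhibition of at least 50% after viability correction, with every replicate also passing that limit; inconclusive means mean reaches 50% but only one of two replicates passes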;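 further: firefly luciferase signal divided by Alamar Blue viability fluorescence both relative to DMSO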
FN deposit inh = fibronectin deposition inhibition | hit rate 0.086% among 350,000 | AH1F fibroblasts, Alexa488-fibronectin deposition fluorescence, overnight | AID 743247 | inhibition, % at 12.6 µM;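 active means mean inhibition across replicates of 30% or more, regardless of how many single replicates reach that level; inconclusive means mean under 30% yet at least half of replicates reach 30%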;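 further: positive control wells lacked labelled fibronectin entirely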
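test system = AH1F fibroblasts assembling fluorescent fibronectin matrix | quantity = 10000 AH1F cells per well | buffer or medium = DMEM plus 2% serum, read in PBS | doses = single dose, pinned | incubation = 1 h cell attachment, overnight exposure to compound and label | detection = fluorescence at 485 nm excitation, 525 nm emission | read-out basis = inhibition from reduced deposited-fibronectin fluorescence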
esBAF inh = inhibitors of esBAF chromatin remodeling in mouse ES cells. Bmi1-luciferase knock-in reporter, 24 h; 100% = twice the neutral-well signal. reporter increase, % at 12.5 µM. hit rate 2% among 350,000; in the data active means activation above about 40%; inconclusive means no clear call, values can overlap the other calls;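 further: 0% = median of the plate's neutral control wells and 100% = double that signal; a rise in the Bmi1 reporter signal indicates esBAF inhibition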
RAD52 anneal inh = inhibitors of human RAD52 DNA annealing; hit rate 0.46% among 360,000; P43351; inhibition, % at 18.7 µM; recombinant RAD52 DNA annealing, FRET fluorescence;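 active means every replicate showing at least 50% inhibition; inconclusive means mean inhibition at least 50% but not in every replicate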
Target sequence (P43351 whole entry, looked up): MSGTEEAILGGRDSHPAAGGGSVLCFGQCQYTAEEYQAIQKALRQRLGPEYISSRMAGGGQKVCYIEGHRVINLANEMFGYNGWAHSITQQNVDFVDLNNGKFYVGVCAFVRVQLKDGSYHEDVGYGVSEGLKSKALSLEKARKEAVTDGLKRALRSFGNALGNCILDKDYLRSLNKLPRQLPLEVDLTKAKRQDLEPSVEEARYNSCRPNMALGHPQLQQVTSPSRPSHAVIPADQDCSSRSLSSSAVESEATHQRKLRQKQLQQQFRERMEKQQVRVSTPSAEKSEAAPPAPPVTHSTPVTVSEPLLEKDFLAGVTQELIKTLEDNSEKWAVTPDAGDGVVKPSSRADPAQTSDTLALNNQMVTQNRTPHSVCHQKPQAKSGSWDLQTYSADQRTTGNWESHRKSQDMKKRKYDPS
Xi reactivation = X-chromosome reactivation activator. XiGFP mouse fibroblasts, % GFP-positive cells imaging, 3 d; cells co-treated with 5-aza-dC sensitizer; scaled so ellipticine positive control = 100%. activation, % at 7.58 µM. hit rate 0.055% among 360,000. AID 743238;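 active means mean normalized replicate activation at least 10% and every replicate at or above 10%; inconclusive means only one of the two criteria met; inactive means mean below 10% and not all replicates reach 10%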;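 further: 0% = median of on-plate neutral control wells and 100% = ellipticine 6 µM median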
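Schedule: 3 d treatment, 15 min room-temperature fixation; system: 68-5-11 XiGFP fibroblast line; buffer or medium: DMEM plus 5-aza-dC sensitizer; control set: ellipticine 6 µM positive control; compound: one concentration, pinned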
RAD54 inh = RAD54 (human) branch migration inhibition; hit rate 0.14% among 360,000; inhibition, % at 10.4 µM; Q92698; AID 602329; RAD54 Holliday junction branch migration, FAM/BHQ fluorescence;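 active means mean normalized replicate activity at least 40 and at least half of replicates scoring 40 or more; inconclusive means only one of the two criteria met; inactive means mean below 40 and under half of replicates reaching 40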;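 further: 0% = median of neutral control wells and 100% = median of positive control wells; inhibitors cause a drop in the FAM fluorescence signal; in these data hits start at about 50%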
The depositor's hits bear a star; i = inactive; ? = inconclusive; nt = no result given. Rows are unselected; 3% or so of the library scored in one or more.

SMILES	E-selectin induc	S100A4 inh HTS	EWS-Fli block	FN deposit inh	esBAF inh	RAD52 anneal inh	Xi reactivation	RAD54 inh
O=C(C[C@@H]1CC[C@H](NC(=O)Nc2ccc3c(c2)OCO3)[C@@H](CO)O1)NCCCN1CCOCC1	-0.2	-15.0	nt	11.0	-2.2	-5.7	-0.5	6.8
COc1ccc(NC(=O)C2CCN(C(=O)[C@@H]3Cc4ccccc4CN3)CC2)cc1	3.4	-1.3	-15.1	2.3	11.5	-7.3	0.3	3.4
C[C@@H]1CN([C@@H](C)CO)C(=O)c2cc(-c3cccnc3)cnc2O[C@@H]1CN(C)C(=O)NC1CCCC1	-0.1	7.3	-7.8	-7.0	-4.4	13.8	-0.6	3.7
CCCc1cc(=O)[nH]c2nnc(SCC(=O)NC3CCCC3)n12	-1.5	2.9	-4.9	-2.2	-3.8	-14.0	-0.1	nt
CC(C)C1C(=O)N(Cc2cn(CC3CCCCC3)nn2)CCS(=O)(=O)N1Cc1ccc(-c2ccccc2)cc1 (stereo unspecified)	-0.6	-2.2	8.2	5.3	9.3	-9.8	0.2	nt
COc1cc(C)c(Cl)cc1S(=O)(=O)NCc1ccccn1	nt	-3.2	1.3	-1.1	-6.1	-7.0	-0.1	-2.8
COc1ccc(S(=O)(=O)N(C)C[C@@H]2OCCCC[C@H](C)Oc3ccc(NC(=O)Nc4c(C)noc4C)cc3C(=O)N([C@@H](C)CO)C[C@H]2C)cc1	-0.1	-18.1	-12.6	-7.8	-2.5	-23.0	0.2	-3.7
c1ccc(CNc2ncnc3scc(-c4cccs4)c23)nc1	-0.3	2.0	-3.7	-0.8	0.8	-15.6	-0.1	8.7
O=C(COc1ccc(S(=O)(=O)N2CCOCC2)cc1Cl)N1CCOCC1	nt	-2.0	-3.5	7.6	11.7	0.4	0.0	14.3
COc1cc(CCNC(=O)c2cnn3ccccc23)cc(OC)c1OC	-0.1	-7.1	0.8	1.0	8.9	-12.3	-0.1	-4.1
COc1ccc(NC(=O)CO/N=C2\CCCc3nonc32)cc1	nt	2.6	-4.0	0.4	nt	-3.3	0.0	nt
CSc1ccc(CN2CCN(Cc3ccc([N+](=O)[O-])cc3)CC2)cc1	-0.1	-3.2	19.4	-0.2	-0.8	-7.0	0.0	0.6
COc1cc2c(cc1OC)CN(Cc1ccc(C)cc1)CC2	0.2	-3.4	8.8	-2.6	-0.5	-4.2	0.1	-12.2
CC(C)N1CC(=O)N2CSCC2C1=O (stereo unspecified)	1.3	-10.8	14.3	-17.2	nt	-2.8	-0.2	nt
CC(=O)c1ccc(N2Cc3ccccc3C2)cc1	0.0	5.6	-23.2	-8.0	23.9	-6.9	0.0	-4.2
C=CCSC1=N/C(=C/c2ccsc2)C(=O)N1c1ccccc1	nt	-5.1	-0.6	7.0	nt	-3.0	0.1	nt
C[C@@H]1CN([C@H](C)CO)C(=O)c2cc(NC(=O)C3CCCCC3)ccc2O[C@@H](C)CCCCO[C@@H]1CN(C)S(=O)(=O)c1ccc(Cl)cc1	0.0	-10.5	9.0	0.3	3.6	-19.4	-0.1	-1.6
O=C(C[C@H]1C/C=C\CC[C@H](Cc2ccc(F)cc2)C(=O)OC[C@@H](Cc2c[nH]c3ccccc23)NC1=O)NCCO	0.9	-4.0	-3.9	0.4	10.4	-6.7	0.0	8.8
CC(C)C#Cc1ccc2c(c1)O[C@@H](CN(C)C(=O)C1CCCCC1)[C@H](C)CN([C@H](C)CO)S2(=O)=O	1.6	nt	24.0	nt	2.6	nt	-1.0	nt
O=C(CNc1cccc2ccccc12)N/N=C/c1ccccn1	nt	0.2	-20.2	3.2	nt	-14.4	-0.1	5.5
COCc1cc(N2CCN(C(=O)OC(C)(C)C)C[C@@H]2C)ccc1N1CCN(Cc2ccccc2)[C@@H](C)C1	-0.2	-2.0	7.4	3.3	nt	-12.2	0.0	nt
COc1ccccc1/C=C/C=C1\Oc2c(ccc(O)c2CN2CCN(CCO)CC2)C1=O	-1.9	-5.1	-3.8	-2.6	20.6	i	0.0	-159.6
Nc1c(C(=O)Nc2ccc3c(c2)OCCO3)nnn1Cc1ccccc1Cl	nt	2.2	-87.3	0.2	74.2*	-7.2	0.1	-13.9
O=C(C[n+]1ccccc1)Nc1ccccc1C(=O)O	-0.1	-7.4	5.4	4.4	nt	-18.6	0.1	nt
Cc1cccc(C(=O)OCC(=O)N2CC(=O)Nc3ccccc32)c1C	0.0	-2.6	6.7	2.8	7.3	-18.8	0.1	nt
C[C@@H]1CCCCO[C@@H](CN(C)C(=O)Nc2ccc(F)cc2)[C@H](C)CN([C@@H](C)CO)C(=O)c2cc(NC(=O)c3ccccc3)ccc2O1	0.0	-0.4	-6.8	nt	3.2	-11.6	-0.3	0.0
COc1ccc(NC(=O)CSCC(=O)N(C)Cc2ccc3c(c2)OCCO3)cc1	nt	-4.6	-1.7	-2.1	3.3	-4.6	0.0	7.1
Cc1cc(OCC(=O)N(C(C)C)C(C)C)cc(C)c1Br	nt	1.6	6.3	-0.6	-4.7	-1.6	0.0	nt
Cc1ccc(C(NC(=O)N2CCCCC2)=C(Cl)Cl)cc1F	nt	-5.3	-9.5	nt	nt	-12.3	0.1	nt
O=C(C1CCCCC1)N1[C@@H]2CNc3ccccc3[C@@H]2[C@@H]1CO	-0.1	nt	-0.9	-4.2	-1.2	-10.9	0.0	-17.5
C[C@@H]1CN([C@H](C)CO)C(=O)c2cc(NC(=O)Nc3cccc4ccccc34)ccc2O[C@H]1CN(C)Cc1ccc(C(=O)Nc2ccccc2N)cc1	-2.9	7.5	15.0	nt	-4.4	1.4	-0.1	-1.7
COc1cc(NC(=O)CCCN2C(=O)NC(C)(C)C2=O)cc(OC)c1	0.7	-5.8	-13.2	15.7	-0.4	-7.1	-0.1	-6.5
O=C(C[C@@H]1C=C[C@@H](NC(=O)c2cccc(F)c2)[C@@H](CO)O1)NCc1ccc(Oc2ccccc2)cc1	0.5	4.6	11.7	nt	nt	-3.0	0.1	nt
CNC[C@H]1Oc2ccc(NS(=O)(=O)c3cccs3)cc2CC(=O)N([C@H](C)CO)C[C@@H]1C	nt	6.0	-1.6	-13.1	-6.6	10.6	-1.1	3.4
CN1C(=O)c2cc(NC(=O)C3CCOCC3)ccc2OC[C@@H]2O[C@@H](CC(=O)O)CC[C@H]21	0.3	5.5	1.5	-7.3	-4.4	4.1	0.4	-7.5
CCc1cccc(C)c1NC(=S)N(CCOC)C(C)c1ccco1 (stereo unspecified)	nt	-5.6	8.4	0.2	nt	-23.4	-0.1	15.2
COc1ccc(NC(=O)Nc2ccc3c(c2)CC(=O)N([C@H](C)CO)C[C@H](C)[C@H](CN(C)S(=O)(=O)c2ccc(F)cc2)O3)cc1	0.5	-4.2	48.9	19.8	-0.7	-4.9	-1.1	6.8
CCOC(=O)C1(C)CCCN(C(=O)c2cccc(C(F)(F)F)c2)C1 (stereo unspecified)	0.2	-7.1	1.5	1.6	3.6	2.5	0.2	10.6
CCCCn1c(N)c(N(CCOC)C(=O)c2ccc(S(=O)(=O)N3CCCCC3)cc2)c(=O)[nH]c1=O	-0.1	-1.5	-3.2	-1.1	1.1	-4.8	0.0	3.7
O=C(Nc1c2c(nn1-c1ccccc1)CS(=O)C2)c1ccc(Br)o1 (stereo unspecified)	0.1	3.0	nt	1.8	-10.3	-8.9	-0.1	10.2
CN(C)CC(=O)Nc1ccc2c(c1)[C@H]1C[C@H](CC(=O)NCc3ccccn3)O[C@@H](CO)[C@H]1O2	-0.4	-1.4	-5.4	nt	1.0	-17.2	0.0	12.2
COc1ccc(C(=O)c2c(-c3ccsc3)oc3ccc(-c4ccc(OC)cc4)cc23)cc1	-0.2	5.8	0.8	-10.0	nt	-4.9	0.0	nt
Cn1cnc(CCNC(=O)C[C@H]2CC[C@H]3[C@@H](COC[C@@H](O)CN3C(=O)Nc3ccc(C(F)(F)F)cc3)O2)c1	0.2	8.0	-1.9	-13.2	-5.8	-7.6	-0.1	0.6
CCCCOc1ccc(C(=O)Nc2ccc(C)cc2[N+](=O)[O-])cc1	nt	-3.7	-29.1	1.8	nt	-6.3	-0.1	nt
COc1ccc(C2(C)NC(=O)N(CC(=O)NC(C)c3ccc(CC(C)C)cc3)C2=O)cc1 (stereo unspecified)	-0.1	0.4	15.4	-1.7	2.0	-21.6	0.1	-12.1
O=C(NCCc1ccncc1)[C@H]1[C@H](CO)[C@H]2Cn3c(ccc(-c4ccccc4)c3=O)[C@H]2N1C(=O)C1CC1	0.2	3.7	-4.6	-5.2	1.7	9.8	0.3	-1.8
Cc1nc(NC(=O)CCc2ccccc2)sc1C	nt	0.7	-65.8	-2.6	56.7*	-15.7	0.0	-10.9
Cc1noc(C)c1NC(=O)NCC[C@H]1CC[C@@H](NC(=O)Nc2cccc(F)c2)[C@H](CO)O1	0.0	3.8	3.6	-12.3	-2.6	10.8	0.3	-3.1
COc1ccc(C(=O)N2CCn3c2nc2ccccc23)cc1	-0.2	3.7	-45.1	5.8	?	-15.2	nt	4.2
O=C(Cn1ncc2c([nH]c3ccccc32)c1=O)NCC1CCN(Cc2ccccc2F)CC1	nt	-6.4	1.4	-6.5	1.8	-14.8	0.0	0.5
CCCN(C(=O)c1cc2c(s1)CCC2)c1c(N)n(Cc2ccccc2)c(=O)[nH]c1=O	-0.1	0.9	-1.7	-0.2	nt	-19.8	0.1	nt
CC(CC(=O)Nc1ccccc1)n1ccnc1 (stereo unspecified)	3.2	-4.8	-2.4	4.0	nt	-18.2	-0.6	nt
Cc1ccccc1Oc1ncnc(N)c1[N+](=O)[O-]	-2.8	1.3	9.0	-12.3	nt	-5.2	0.0	4.5
COc1ccc2c3c(n(C)c2c1)[C@H](CO)N(C)CC31CCN(S(=O)(=O)c2cccs2)CC1	-0.5	-2.5	0.3	nt	nt	3.6	0.0	nt
CC1CCCCN1CCCNC(=O)c1ccc(Br)cc1 (stereo unspecified)	0.1	-29.0	2.4	1.7	-9.4	-19.5	0.1	-14.8
O=C(CN1CCN(c2ccc(F)cc2)CC1)NC(=O)NCc1ccco1	nt	10.8	-6.1	2.1	nt	-15.2	1.7	nt
CO[C@@H]1CN(C)C(=O)c2cc(NC(=O)C3CCC3)ccc2OC[C@@H](C)N(C(=O)Nc2ccc(C(F)(F)F)cc2)C[C@H]1C	0.1	-4.6	4.3	-24.5	6.6	10.3	0.1	5.6
COc1cc(S(=O)(=O)NCc2ccc3c(c2)OCO3)ccc1F	0.0	0.9	9.7	5.0	-2.9	-3.8	0.0	nt
